Bioassay records from PubChem.
Lipid storage S3 = qHTS Assay for Lipid Storage Modulators in Drosophila S3 Cells. Drosophila S3 cells, BODIPY lipid droplet fluorescence, 18-24 h; cells fed with added oleic acid. lipid storage change, negative = inhibition, % at the top dose, mostly 46.1 µM; hits show Potency in µM. hit rate 0.64% among 320,000; active means well fitted inhibition curve with a large enough effect in the signal ratio, with a control signal flat, not every such curve was filed as active; inconclusive means small, poorly fitted or top-dose-only effect, or effect the other way, or a change in a side signal; the % refers to the signal ratio
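Drosophila S3 cells loaded with oleic acid (400 uM, as added) and compounds at several concentrations; lipid droplets imaged by 488-nm laser-scanning cytometry, 500–530 nm intensity and object ratio to cell channel. Percent activity normalized to 20 uM Triacsin C.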
Lipid storage S3 cell count max = further read-out of Lipid storage S3, marked with its call; cell number change, %; measured here: cell count max response;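 cells counted by Cell Tracker Red CMTPX staining in the red channel; peak over a dose series mostly up to 46.1 µM; percent activity relative to internal control wells on each plate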
Numbers without * were called inactive; i = inactive; ? = inconclusive; nt = not tested or not shown; [ ] = another dose, or the depositor's remark. On the % scale 0 is the no-effect control and ±100 the full control effect; potency means the concentration at half of the fitted maximal effect. A portion of the library. The share of hits here may be higher or lower than overall.

The first seven compounds as a preview:
Every second line gives: Lipid storage S3 cell count max	Lipid storage S3
O=C(c1ccsc1)N1CCCC(N2CCN(c3cccc(Cl)c3)CC2)C1 (stereo unspecified)
  nt	?
CCCCOc1ccc(C(=O)NCc2ccco2)cc1
  -3.8	18.7%
COc1ccc(OC)c(C2C(C(=O)c3sc(C)nc3C)=C(O)C(=O)N2CCN2CCOCC2)c1 (stereo unspecified)
  nt	?
O=c1c2ccccc2c(C=Nc2ccc(S(=O)(=O)N3CCCCC3)cc2)c(O)n1-c1ccc(Cl)cn1
  -16.6	0.4%
O=c1[nH]c(C2CCN(S(=O)(=O)c3ccccc3)CC2)nc2c1nnn2Cc1ccc2c(c1)OCCO2
  nt	?
COc1ccccc1C1/C(=C(\O)c2ccc3c(c2)OCCO3)C(=O)C(=O)N1CCCN(C)C (stereo unspecified)
  -4.8	7.2%
COc1cc(C(=O)NCc2nnc(SCC(=O)Nc3cc(C)cc(C)c3)o2)cc(OC)c1OC
  6.5	5.1%

The list itself, repeating the preview:
Every second line gives: Lipid storage S3 cell count max	Lipid storage S3
O=C(c1ccsc1)N1CCCC(N2CCN(c3cccc(Cl)c3)CC2)C1 (stereo unspecified)
  nt	?
CCCCOc1ccc(C(=O)NCc2ccco2)cc1
  -3.8	18.7%
COc1ccc(OC)c(C2C(C(=O)c3sc(C)nc3C)=C(O)C(=O)N2CCN2CCOCC2)c1 (stereo unspecified)
  nt	?
O=c1c2ccccc2c(C=Nc2ccc(S(=O)(=O)N3CCCCC3)cc2)c(O)n1-c1ccc(Cl)cn1
  -16.6	0.4%
O=c1[nH]c(C2CCN(S(=O)(=O)c3ccccc3)CC2)nc2c1nnn2Cc1ccc2c(c1)OCCO2
  nt	?
COc1ccccc1C1/C(=C(\O)c2ccc3c(c2)OCCO3)C(=O)C(=O)N1CCCN(C)C (stereo unspecified)
  -4.8	7.2%
COc1cc(C(=O)NCc2nnc(SCC(=O)Nc3cc(C)cc(C)c3)o2)cc(OC)c1OC
  6.5	5.1%
O=C(O)CCCC(=O)N1N=C(c2ccccc2)CC1c1ccc2c(c1)OCO2 (stereo unspecified)
  6.6	11.1%
Cc1nnc(SCC2=C(C(=O)O)N3C(=O)C(NC(=O)Cn4nc(C)c(Cl)c4C)C3SC2)s1 (stereo unspecified)
  nt	-1.4%
COc1cccc(NC(=O)N(CCCN2CCOCC2)C(C)c2cc3ccccc3o2)c1 (stereo unspecified)
  nt	?
CCN1C(=O)C2C(c3cccc(F)c3)NC(CC)(C(=O)OC)C2C1=O (stereo unspecified)
  nt	?
Cc1ncsc1CCOC(=O)c1cccnc1
  11.8	9.7%
CCOC(=O)Cn1nc(/C=C/c2ccccc2)ccc1=O
  16.1	-12.6%
CCC1(CC)C(=O)N=C2c3ccccc3C(=O)N21
  -4.6	4.6%
CCN(CC)C(=O)Oc1ccc2c(=O)c(-c3ccccc3)coc2c1
  nt	?
Oc1ccc2n[nH]nc2c1
  nt	?
COc1ccc([N+](=O)[O-])cc1NC(=O)c1cc(C)c(C)o1
  nt	?
CCc1nccn1S(=O)(=O)c1ccc(C)c(C)c1
  nt	?
CCOC(=O)/C=C(/C)N1N=C(c2ccc(OC)cc2)CC1c1cccc([N+](=O)[O-])c1 (stereo unspecified)
  -9.0	0.8%
Cn1c(C(=O)O)c(CC(=O)Nc2ccccc2F)c2ccccc21
  nt	?

The list continues.
Every second line gives: Lipid storage S3 cell count max	Lipid storage S3
Cc1cccc(C)c1NC(=O)CN(C)C(=O)C(c1ccccc1)c1ccccc1
  7.7	15.7%
O=C(NC(=O)c1csnn1)Nc1ccccc1Cl
  nt	?
C/C(=N\NC(=O)c1c(Cl)c(C)nn1C)c1cccc(NC(=O)COc2ccc(Cl)cc2)c1
  nt	?
COc1ccccc1-c1ocnc1C(=O)N1CCN(S(=O)(=O)c2ccc(NC(C)=O)cc2)CC1
  nt	?
COc1ccc(-c2cc(Cl)cc3c(=O)c4ccccc4n(C)c23)cc1F
  2.1	-7.9%
CS(=O)(=O)N1CCC2(CC1)OCCN2S(=O)(=O)c1ccccc1
  nt	?
CCOC(=O)c1ccccc1NC(=O)CC1Nc2ccccc2NC1=O (stereo unspecified)
  nt	?
COc1cccc(-c2c(C(=O)N/N=C/C3CC=CCC3)nnn2-c2nonc2N)c1 (stereo unspecified)
  nt	?
Cc1ccsc1C(=O)N1CCCC(N(C)Cc2ccccc2)C1 (stereo unspecified)
  -1.3	-15.7%
O=C(c1ccco1)N1N=C(c2ccco2)CC1c1ccc(Cl)cc1Cl (stereo unspecified)
  nt	?
COc1ccc(-n2c3c(cc(C(=O)N4CCC(C)CC4)c2=O)C(=O)CC(C)(C)C3)cc1
  3.5	0.9%[9.22 µM]
COc1cc(-c2noc(C)c2/C=C/c2ccc(N)cc2)cc(OC)c1OC
  nt	?
N#CC1=C(N)Oc2n[nH]c(-c3cccs3)c2C1C1C=CCCC1 (stereo unspecified)
  nt	?
Cc1cc(C)nc(/N=C2\NC(=O)CC(C(=O)O)N2c2ccc(Cl)cc2Cl)n1 (stereo unspecified)
  nt	?
COc1ccc(NC(=S)Nc2cccc(S(=O)(=O)N3CCCCC3)c2)cc1
  nt	?
O=C(N/N=C/c1ccc(Cl)s1)c1ccccc1[N+](=O)[O-]
  -7.7	-0.2%
CCC(Oc1cc(Cl)ccc1Cl)C(=O)NN1C(=O)C2C3CCC(C3=C(C)C)C2C1=O (stereo unspecified)
  nt	?
CCc1ccc(OCC(=O)NNC(=O)C2CCN(c3ncnc4sc(C)c(C)c34)CC2)cc1
  nt	3.6%[0.0737 µM]
CC(C)(C)OC(=O)N1CCC[C@H]1c1nnc(SCc2c(F)cccc2Cl)o1
  nt	?
CC(C)C1Cc2c(sc(NC(=S)NC(=O)c3ccccc3)c2C#N)CO1 (stereo unspecified)
  14.2	7.5%

Carrying on.
Every second line gives: Lipid storage S3 cell count max	Lipid storage S3
CCOC(=O)C1CCN(c2ccccc2CN2CCN(c3ccccc3OCC)CC2)CC1
  0.7	-1.9%
CCN(CC)c1ccc(-n2c(O)c(C=C3N=c4ccccc4=N3)sc2=S)cc1
  0.0	4.7%
CCOc1cc(N2CCOCC2)c(OCC)cc1NC(=O)c1oc2ccccc2c1C
  nt	?
O=C(O)CCCCCN1C(=O)C(=O)/C(=C(/O)c2ccccc2)C1c1ccccc1 (stereo unspecified)
  nt	?
CCOC(=O)C1CCN(C(c2cc3c(C)ccc(C)c3[nH]c2=O)c2nnnn2C2CCCCC2)CC1 (stereo unspecified)
  -19.2	-4.8%
CC1=C(C(=O)Nc2ccccc2)C(c2ccncc2)C(C#N)=C(SCC(=O)NC(C)C)N1 (stereo unspecified)
  nt	?
CCC(NC(=O)CCc1c(C)c2cc3c4c(oc3cc2oc1=O)CCCC4)C(=O)O (stereo unspecified)
  nt	?
CCCCCCn1c(=O)[nH]c2nc3cc(N)ccc3nc2c1=O
  nt	?
O=[N+]([O-])c1ccc(/C([O-])=C(/C(=S)Nc2ccccc2F)[n+]2ccccc2)cc1
  nt	?
CCN(CC(=O)NCCCN1CCOCC1)S(=O)(=O)c1ccc(F)cc1
  nt	?
CCc1cc(C(=O)Nc2ccccc2)cs1
  -16.9	i
O=C(NCc1ccccc1)N1CCOc2ccccc21
  29.1	19.7%
NS(=O)(=O)c1ccc(NC(=O)/C=C/c2ccc(S(=O)(=O)NCc3ccco3)cc2)cc1
  8.8	i
Nc1ccc2nc(-c3cccc(-c4nc5ccc(N)cc5[nH]4)n3)[nH]c2c1
  nt	?
CCCCNC(=S)Nc1ccc(F)cc1
  7.6	-0.6%
O=C1CC(Nc2ccc(N3CCOCC3)cc2)C(=O)N1c1ccccc1 (stereo unspecified)
  nt	?
CCN(CC)S(=O)(=O)c1ccc(-n2cnnn2)c(C)c1
  28.2	-0.5%
CCCC[C@@H](CN[C@H](C)CNC)NCC1CCC(C(C)(C)C)CC1 (stereo partly specified)
  1.8	i
CCc1ccc2[nH]c(C(=O)Nc3ccc(Br)c(C)n3)cc2c1
  nt	?
O=C(O)c1ccccc1C(=O)N(Cc1ccccc1)Cc1ccccc1
  nt	?

Later entries
Every second line gives: Lipid storage S3 cell count max	Lipid storage S3
Cc1nc2ccccn2c1C(=O)Nc1ccc2c(c1)OCCO2
  14.5	-0.4%
CCN(CC)c1ccc(C(=O)NN)cc1
  -2.5	-2.8%
COc1ccc(CCNC(=O)CSc2ccc(NC(C)=O)cc2)cc1OC
  nt	?
CCC(=O)Nc1nc(OC)cc(OC)n1
  nt	?
COCc1ccc(CN2CCCC(C(=O)Nc3ccc(-c4cscn4)cc3)C2)o1 (stereo unspecified)
  17.5	i
CC(C)(C)c1ccc(Oc2ccc(N)cc2)cc1
  -26.8	2.6%
COc1ccc(C(=O)OCc2nc(N)nc(Nc3ccccc3C)n2)cc1OC
  nt	?
O=C(NCC(c1ccco1)N1CCOCC1)c1ccccc1 (stereo unspecified)
  nt	?
CCn1c(=S)sc2c(=O)n(-c3ccccc3)c(=S)[nH]c21
  nt	2.3%
COc1cc(NC(=O)[C@@H](NC(=O)c2ccco2)C(C)C)c(OC)cc1NC(=O)c1ccccc1
  nt	i
CCN(CC)c1ccc(-n2c(C)c(C(C)=O)c(C(C)=O)c2C)cc1
  nt	?
O=C(CN1C(=O)c2ccccc2S1(=O)=O)Nc1ncccn1
  nt	?
COc1ccc(N/N=C(\C#N)C(=N)SCc2ccccc2)cc1
  1.8	-4.5%
Cn1c(C=O)c(-c2ccc3cc[nH]c3c2)c2ccccc21
  13.1	-6.8%
O=C(NCCc1ccccc1)C(=O)NCC1OCCCN1S(=O)(=O)c1ccc(F)cc1 (stereo unspecified)
  12.0	-7.9%
CC(C)Oc1ccc(CCNC(=O)C2CCC(=O)N(C3CCCCCC3)C2)cc1 (stereo unspecified)
  nt	?
O=C(CSc1ccccn1)Nc1nc2c(ccc3ccccc32)s1
  -6.6	12.3%
Cc1ccc(OCC(=O)NC2CCCCCC2)cc1C
  nt	?
O=C(CCN1C(=O)/C(=C/c2ccc3c(c2)OCO3)SC1=S)Nc1ccccc1
  nt	?
CCC(=O)Nc1ccc(C(=O)NNC(=O)c2cccc(C)c2)cc1
  -2.6	-0.1%

Additional structures
Every second line gives: Lipid storage S3 cell count max	Lipid storage S3
CN1CCN(C(=O)C2=C[C@H](c3ccccc3)C[C@H](OCc3ccc(CO)cc3)O2)CC1
  2.1	-1.7%
Cc1cc(-c2n[nH]c(=S)n2/N=C/c2ccc(Br)s2)n[nH]1
  nt	?
Cc1n[nH]c(=O)c2c(NC(=O)COC(=O)/C=C/c3cccc(C(F)(F)F)c3)oc(C)c12
  nt	?
CSc1nc(NC(C)(C)C)nc(Oc2ccc(=O)[nH]n2)n1
  nt	?
COC(=O)c1ccc(C)c(NC(=O)C(CCSC)NC(=O)c2cc(OC)c(OC)c(OC)c2)c1 (stereo unspecified)
  nt	?
CN(C)C(=O)NC1CCCCCCCCCCC1
  -2.5	-4.2%
CCOc1c(C)cc(-c2ncccc2O)cc1C
  -7.8	?
O=C(CCCC(=O)c1ccc(F)cc1)c1ccc(F)cc1
  nt	?
Cc1nc2c(o1)CCc1ccccc1C2O (stereo unspecified)
  nt	?
CCOc1ccccc1NC(=S)NCc1cccn1C
  1.8	1.7%
Cc1cccc(NC(=O)c2cnc3sccn3c2=O)c1C
  nt	?
O=C(CCC(=O)N1CCN(S(=O)(=O)c2ccccc2)CC1)NC1CCCc2ccccc21 (stereo unspecified)
  1.0	12.1%
Cc1c2cn[nH]c(=O)c2c(C)n1Cc1ccc(F)cc1
  nt	?
O=C(CCn1c(SCC(=O)NCc2ccco2)nc2ccccc2c1=O)NCCc1ccccc1
  nt	?
COc1ccc(S(=O)(=O)Cc2ccc(C(=O)N3CCN(Cc4ccccc4)CC3)o2)cc1
  nt	?
CCOc1ccccc1N1CCN(C(=O)c2cc(-c3cccnc3)nc3c(Cl)cccc23)CC1
  -0.7	-18.7%
O=C1/C(=C/c2ccccn2)SC(=S)N1NS(=O)(=O)c1ccccc1
  1.3	5.7%
COCCNC(=O)C(c1ccc(F)cc1)N(Cc1ccco1)C(=O)CCC(=O)Nc1ccccn1 (stereo unspecified)
  -15.1	i
CCc1ccc(Nc2nnc(SCC(=O)c3ccc4c(c3)NC(=O)CO4)s2)cc1
  nt	?
O=C(O)CCSc1nnc(-c2ccccc2)n1-c1ccccc1
  6.9	-4.6%

Next section.
Every second line gives: Lipid storage S3 cell count max	Lipid storage S3
CCOC(=O)C1CCN(S(=O)(=O)c2ccccc2)CC1
  nt	?
Cc1oc2nc(SCC(=O)NCc3cccnc3)nc(N)c2c1C
  nt	?
CCOC(=O)c1c(NC(=O)CN2CCN(C(=O)c3ccco3)CC2)sc2c1CCCC2
  nt	?
CC(C)c1cc(C(=O)N2CCCC(CCC(=O)N3CCN(c4ccccn4)CC3)C2)no1 (stereo unspecified)
  nt	?
CCCCCCOC(=O)Sc1nc2ccccc2o1
  nt	?
O=[N+]([O-])c1ccc(NC(=S)N2CCCC2)cc1
  nt	?
C=CCn1c(O)c(N=Nc2nc3ccccc3c(=O)n2-c2ccccc2)c2ccccc21
  nt	?
CCCNC(=O)CN(c1ccc(F)c(Cl)c1)S(C)(=O)=O
  -3.0	i
O=C1CCC(C(=O)N2CCCCO2)CN1CCc1ccccc1 (stereo unspecified)
  nt	?
CNC(=O)c1c(Cl)cnn1-c1ccc(F)cc1
  -7.7	-3.6%
COc1cc(/C=C2/C(=O)NN(c3cccc(C)c3)C2=O)ccc1OC(=O)c1ccco1
  nt	?
CC1CCN(Cc2cc(=O)oc3cc(O)c(Cl)cc23)CC1
  nt	?
